Source: PubChem BioAssay
15-hLO-2 inh: 15-hLO-2 (ALOX15B) enzyme inhibition; O15296; purified 15hLO-2, xylenol orange hydroperoxide absorbance; Potency, µM (titrated, usually from 57.1 µM), for inactives: at the highest dose activity change, negative = inhibition, actives largely listed as inhibitors; hit rate 0.56% among 110,000; AID 881; further: potency means the concentration at half of the fitted maximal effect; nearly all actives have a fitted effect of over 60% in size; many of its hits are not listed in these tables
Target sequence (O15296 whole entry, looked up): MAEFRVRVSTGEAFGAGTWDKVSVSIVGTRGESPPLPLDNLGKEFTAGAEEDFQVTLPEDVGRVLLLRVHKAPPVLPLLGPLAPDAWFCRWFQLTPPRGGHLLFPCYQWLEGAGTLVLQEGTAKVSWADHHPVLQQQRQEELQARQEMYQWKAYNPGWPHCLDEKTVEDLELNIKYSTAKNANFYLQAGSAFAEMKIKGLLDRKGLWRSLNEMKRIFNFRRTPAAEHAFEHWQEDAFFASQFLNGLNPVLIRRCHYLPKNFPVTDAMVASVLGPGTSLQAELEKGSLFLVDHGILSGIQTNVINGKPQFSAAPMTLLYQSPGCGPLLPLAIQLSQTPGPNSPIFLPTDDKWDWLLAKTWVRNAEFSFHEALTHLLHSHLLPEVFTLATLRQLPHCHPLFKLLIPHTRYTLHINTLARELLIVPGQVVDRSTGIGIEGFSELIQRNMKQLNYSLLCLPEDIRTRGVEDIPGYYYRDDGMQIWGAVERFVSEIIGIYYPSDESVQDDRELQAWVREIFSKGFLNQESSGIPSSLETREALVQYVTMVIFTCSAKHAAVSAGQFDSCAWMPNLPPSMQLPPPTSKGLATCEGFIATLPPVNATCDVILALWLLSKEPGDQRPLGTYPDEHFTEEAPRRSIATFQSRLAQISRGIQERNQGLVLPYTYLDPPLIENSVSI
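Purified human 15hLO-2 (50 nM) preincubated 15 min with compound, then 45 uM arachidonic acid for 90 min at RT in 25 mM Hepes pH 7.5, 0.01% Triton X-100. Hydroperoxide detected by Fe-xylenol orange; 573/405 nm absorbance ratio.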
12-hLO inh: inhibitors of human 12-lipoxygenase (ALOX12) | purified 12-hLO, xylenol orange hydroperoxide absorbance | AID 1452 | Potency, µM (top dose mostly 57.1 µM), for the others: at the highest dose activity change, negative = inhibition, actives largely listed as inhibitors | hit rate 0.12% among 150,000; further: potency means the concentration at half of the fitted maximal effect; nearly all actives have a fitted effect of over 55% in size; many of its hits are not listed in these tables
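Xylenol orange chromogenic assay: hydroperoxide from 12hLO oxidises Fe(II), giving red-shifted Fe(III)-XO absorbance. Conditions: 150 nM enzyme, 40 uM arachidonic acid, 25 mM Hepes pH 7.0, 0.01% Triton X-100, 30 min, room temperature.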
PNC inhibitor: blocks assembly of the perinucleolar compartment. PC3M PTB-GFP, PNC prevalence imaging, 16 h; stronger effect = lower value. activity change (PNC), negative = inhibition, % at 10 µM. hit rate 3.1% among 140,000. AID 2417;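 active means readout at or below -70, meaning at least 70% loss of cells showing the perinucleolar compartment, a nuclear body marking cancer cells; inconclusive means readout between -30 and a set limit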;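 further: plate controls were DMSO wells for no effect and camptothecin positive control wells for full effect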
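Compounds are pinned in duplicate onto adhered PC3M cells stably expressing GFP-tagged PTB and incubated 16 h at 37 C. Cells are then fixed, nuclei stained with Hoechst, and PNC-positive cells counted.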
IMPase cell inh: cell-permeable inhibitors of inositol monophosphatase (IMPase); P97697; CHO-M1 cells, IP1 accumulation, HTRF TR-FRET ratio; inhibition (IP1 accumulation), % at 46.1 µM; 120,000 tested, under 10 active; active means well fitted curve in the direction sought with a large enough effect in the signal ratio, not every such curve was filed as active; inconclusive means small, poorly fitted or top-dose-only effect, or a change in a side signal; inactive means no such curve, though single readings can be large or run the other way; the % refers to the signal ratio;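 further: cells stimulated with carbachol in lithium chloride buffer; plate controls were DMSO basal wells for no effect and reference inhibitor wells for full effect; higher means more IMPase inhibition seen as more IP1 and lower FRET ratio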
Target sequence (P97697 whole entry, looked up): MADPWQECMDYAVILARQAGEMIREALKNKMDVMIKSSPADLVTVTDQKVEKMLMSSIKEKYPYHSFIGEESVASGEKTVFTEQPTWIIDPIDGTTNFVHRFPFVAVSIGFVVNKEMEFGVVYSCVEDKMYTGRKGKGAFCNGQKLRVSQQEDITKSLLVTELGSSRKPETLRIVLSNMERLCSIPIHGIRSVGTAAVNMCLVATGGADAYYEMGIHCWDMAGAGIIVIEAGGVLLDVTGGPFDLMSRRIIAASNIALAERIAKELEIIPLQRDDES
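CHO-M1 cells (CHO stably expressing M1 receptor), compound up to 46 uM final, stimulated with carbachol (50 uM as added) in buffer with 50mM LiCl, pH 7.4, 30 min at 37C. Cytosolic IP1 read by TR-FRET; AC50 from Hill fits.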
An asterisk follows results filed as active; u = inconclusive; x = not tested or not shown; [ ] = another dose, or the depositor's remark. Unless noted, the call rests on the fitted dose curve; in most records, active means well fitted curve in the direction sought with a large enough effect; inconclusive means small, poorly fitted or top-dose-only effect, or another doubt; inactive means no such curve, though single readings can be large; an effect the other way counts as inactive or inconclusive. Unless noted, on the % scale 0 is the no-effect control and ±100 the full control effect. Only part of the results is shown; count on the stated rates, not on these rows.

Values run as follows: PNC inhibitor | 12-hLO inh | IMPase cell inh | 15-hLO-2 inh
FC(F)(F)c1cccc(N2CCN(CC3CC4C=CC3C4)CC2)c1 (centres undefined)
 : 9 | -15% | 9 | 57%[activator]
COc1ccccc1NC(=O)CSc1nnc(C)o1
 : -3 | -2% | 7 | 3%
CCCCOC(=O)C1=C(C)Nc2ncnn2C1c1ccc(OC)c(OC)c1 (centres undefined)
 : -30 | -3% | 1 | 13%
O=C(CSc1ncnc2nc[nH]c12)N1CCOCC1
 : -28 | -1% | -2 | -4%
Oc1ccc2c(c1)oc1cc(O)ccc12
 : -26 | -5% | -17 | -24%
Cc1ccc(Nc2nc(N)nc(CN3CCN(C)CC3)n2)cc1C
 : u | 0% | -2 | 47%[activator]
Cc1ccc(NC(=O)c2cccc(S(=O)(=O)N(C)c3ccccc3)c2)cc1S(=O)(=O)N1CCOCC1
 : -18 | 6% | x | x
Cc1cc(NC(=O)C2CCCN(S(=O)(=O)c3c(C)noc3C)C2)n[nH]1 (centres undefined)
 : u | 0% | 6 | 10%
Clc1ccc2c(c1)[C@H]1OCC[C@H]1[C@@H](c1ccco1)N2
 : 60 | -6% | -19 | x
COc1cc(-c2cc(C(=O)O)c3cc4c(cc3n2)OCCO4)cc(OC)c1OC
 : -18 | -15% | -19 | -25%
O=C(Nc1cccc(C(F)(F)F)c1)C1C2CC3OC(=O)C1C3C2 (centres undefined)
 : 33 | -2% | 5 | -2%
CCn1cc(SCC(=O)N2CCOCC2)c2ccccc21
 : u | 2% | 1 | -5%
COc1cccc(CN2CCN(C(=O)c3cccc4ccccc34)CC2)c1OC
 : u | -3% | 5 | -16%
CCC=O
 : x | -3% | x | -4%
CCOC(=O)C1=C(N)n2c(s/c(=C\c3ccco3)c2=O)=C(C(=O)OC(C)C)C1c1ccco1 (centres undefined)
 : -27 | -7% | x | x
CCN1CCN(CC(=O)NC2CCCCC2)C(=O)C1=O
 : 56 | -1% | -3 | x
CCOc1ccc(C(=O)NCc2ccco2)cc1
 : 10 | 2% | 4 | 9%
CC(=O)c1cc(C#N)c(SCc2ccccc2)nc1C
 : u | -4% | 5 | 1%
Oc1ccccc1CNn1cnnc1
 : -14 | -2% | 9 | -7%
Cc1cccc(C)c1NC(=O)C1(N2C(=O)CC2c2ccccc2)CCCCC1 (centres undefined)
 : -2 | -3% | 12 | x
COc1cc2nc(/C=C/c3cc(OC)c(OC)c(OC)c3)sc2cc1SC
 : -29 | -3% | -17 | x
O=C(COC(=O)CCc1nc2ccccc2s1)Nc1ncc(Cl)cc1Cl
 : -22 | 0% | -5 | x
O=C1C=C(NCc2ccc(Cl)c(Cl)c2)CC1
 : 14 | 4% | 5 | 8%
CC(=O)C1=C(O)C(=O)N(c2ccc(Br)cn2)C1c1ccccc1F (centres undefined)
 : 5 | 11% | -10 | 8%
COc1cccc(OCC(=O)NNC(=O)c2cnccn2)c1
 : 1 | -1% | -3 | x
O=[N+]([O-])c1cc(-n2cnnn2)ccc1N1CCC(Cc2ccccc2)CC1
 : 24 | -4% | 1 | 0%
S=C(NCc1ccccc1)Nc1cccc(Cl)c1
 : -28 | -12% | x | x
COc1cccc2c(=O)n(CC(=O)Nc3ccc(F)cc3)ccc12
 : -10 | 3% | u | -1%
OCCCNCc1ccncc1
 : x | 1%[11.4 µM] | x | -3%[11.4 µM]
CC(=O)NC(CCS(C)(=O)=O)C(=O)Nc1ccccc1 (centres undefined)
 : -25 | -1% | -6 | 0%

Some values from the entries so far.
CC(=O)c1cc(C#N)c(SCc2ccccc2)nc1C | 15-hLO-2 inh = 1%
O=[N+]([O-])c1cc(-n2cnnn2)ccc1N1CCC(Cc2ccccc2)CC1 | 12-hLO inh = -4%
O=C(COC(=O)CCc1nc2ccccc2s1)Nc1ncc(Cl)cc1Cl | 12-hLO inh = 0%
Cc1cccc(C)c1NC(=O)C1(N2C(=O)CC2c2ccccc2)CCCCC1 (centres undefined) | IMPase cell inh = 12
Oc1ccccc1CNn1cnnc1 | 12-hLO inh = -2%

Additional records
Values run as follows: PNC inhibitor | 12-hLO inh | IMPase cell inh | 15-hLO-2 inh
COc1cccc(Cn2c(=O)c(-c3cccs3)nc3cnc(N4CCN(C)CC4)nc32)c1
 : x | -4% | x | -3%
Cc1nnc(SCC(=O)Nc2nsc(-c3ccc(C(C)(C)C)cc3)n2)s1
 : 12 | -4% | -12 | -10%
Cc1ccc(CNc2ccc3nnc(-c4ccccc4)n3n2)cc1
 : 47 | -6% | x | x
Cc1c(NC(=O)c2cc(C(C)C)on2)c(=O)n(-c2ccccc2)n1C
 : 6 | -3% | 6 | -6%
O=C(CSC(=S)N1CCOCC1)c1ccccc1
 : 43 | 3% | x | x
CC(C)C(OC(=O)c1ccco1)C(=O)NC1CCCCC1 (centres undefined)
 : 6 | -3% | -6 | -3%
COc1ccc2nc(/N=C(\N)NC(=O)C(C)(C)C)nc(C)c2c1
 : -8 | u | -1 | -4%
Cc1cc(C)c(COCc2cc(/C=N/O)c(C)cc2C)cc1/C=N/O
 : -8 | -6% | 3 | 0%
COC(=O)c1ccc(N2C(=O)CC(N3CCC(O)(c4ccc(Br)cc4)CC3)C2=O)cc1 (centres undefined)
 : 52 | -2% | 2 | -12%
O=[N+]([O-])c1ccc(F)c(N=Cc2ccc(Br)s2)c1
 : 13 | 1% | x | x
CC1CCN(C(=O)CCc2ccc(S(=O)(=O)NC(C)C)cc2)CC1
 : -2 | 1% | -4 | -3%
CC[n+]1c(P(=O)([O-])c2ccccc2)[nH]c2ccccc21
 : 52 | -1% | 6 | -1%
COc1ccc(C2(O)CC3CCC(C2)N3c2cc(C)nc(-c3ccccc3)n2)cc1 (centres undefined)
 : 9 | -16% | 5 | 39%[activator]
CCOc1cccc(NC(=O)Cc2cccs2)c1
 : 51 | -5% | 1 | -4%
Cc1cc2c3c(c1C)C1(C(=O)N3C(C)(C)CC2C)C(C#N)=C(N)Oc2cc(O)ccc21 (centres undefined)
 : u | -9% | 2 | -10%

Ordered by number of heavy atoms (high to low): 3 of the compounds above.
Values run as follows: PNC inhibitor | 12-hLO inh | IMPase cell inh | 15-hLO-2 inh
COc1cccc(Cn2c(=O)c(-c3cccs3)nc3cnc(N4CCN(C)CC4)nc32)c1
 : x | -4% | x | -3%
O=C(CSC(=S)N1CCOCC1)c1ccccc1
 : 43 | 3% | x | x
OCCCNCc1ccncc1
 : x | 1%[11.4 µM] | x | -3%[11.4 µM]

Next part.
Values run as follows: PNC inhibitor | 12-hLO inh | IMPase cell inh | 15-hLO-2 inh
c1ccc(Cn2nnnc2C(c2ccccn2)N2CCN(c3ccccc3)CC2)cc1 (centres undefined)
 : 18 | -7% | -6 | 1%
C/C(Nc1ccc(F)cc1)=C(/C#N)C(N)=O
 : 15 | 0% | -8 | 2%
CC(C)(C)C1C/C(=C/c2ccco2)C(=O)/C(=C/c2ccco2)C1 (centres undefined)
 : -16 | u | 10 | x
CCS(=O)(=O)c1nc(NC(C)=O)n[nH]1
 : 7 | 9% | -5 | -11%
O=C(CCCNS(=O)(=O)c1ccc(Br)cc1)N1CC[C@@]2(O)CCCC[C@H]2C1
 : -9 | -7% | -3 | 0%
Cc1ccc(-c2csc(N(Cc3ccccc3)C(=O)COc3ccccc3)n2)cc1
 : u | -4% | -1 | -23%
N#C/C(=C(/O)Cc1cccc2ccccc12)c1nc2ccccc2s1
 : -19 | 0% | -1 | -12%
CCCN(CCC)C(=O)C1CC(=O)OC12CCOC(C)(C)C2 (centres undefined)
 : u | 1% | x | x
O=C(Oc1ccc(-c2cnc3ccccc3n2)cc1)c1ccco1
 : u | -10% | -1 | -10%
Cc1cc(C)n(-c2nc3c(c(=O)[nH]c(=O)n3C)n2Cc2ccc(F)cc2)n1
 : 26 | 3% | -1 | 3%
COc1cc(/C=C2/SC(=S)N(CC3CCCO3)C2=O)ccc1O (centres undefined)
 : -16 | -6% | -1 | x
COc1cccc(-c2nnc3sc(-c4ccc(Cl)cc4)nn23)c1
 : -1 | 1% | 3 | -4%
O=C(O)CCc1ccc(-c2ccccc2)n1NC(=O)c1ccco1
 : u | -3% | -14 | 0%
Cc1nn(CC(=O)NCCc2ccccc2)c(C)c1[N+](=O)[O-]
 : u | -1% | -7 | x
COCCn1c(-c2ccc(OC(F)(F)C(F)C(F)(F)F)cc2)nc2c1c(=O)[nH]c(=O)n2CC(C)C (centres undefined)
 : 3 | -3% | -7 | -2%

Exported bar-delimited: part of the list above.
SMILES | PNC inhibitor | 12-hLO inh | IMPase cell inh | 15-hLO-2 inh
N#C/C(=C(/O)Cc1cccc2ccccc12)c1nc2ccccc2s1 | -19 | 0% | -1 | -12%
CCCN(CCC)C(=O)C1CC(=O)OC12CCOC(C)(C)C2 (centres undefined) | u | 1% | x | x

More results:
Values run as follows: PNC inhibitor | 12-hLO inh | IMPase cell inh | 15-hLO-2 inh
O=C(Nc1ccc(F)cc1)Nc1ccccc1NS(=O)(=O)c1cccs1
 : 39 | -1% | 13 | x
COc1ccc(NC(=O)c2ccc(S(=O)(=O)N(C)C)cc2)cc1OC
 : -14 | -3% | 0 | -4%
CCCNC(=O)COC(=O)c1ccc(Cl)c(S(=O)(=O)N2CCCC2)c1
 : 15 | 3% | 7 | 2%
O=C(O)c1nc(-c2ccccc2)[nH]c1C(=O)O
 : x | -5%[11.4 µM] | x | 0%[11.4 µM]
COc1ccc2c(CC(=O)OCC(=O)Nc3sc4c(c3C#N)CCC(C)C4)coc2c1 (centres undefined)
 : 62 | -8% | 0 | x
Cc1cc(C(=O)OCC(=O)c2ccc3c(c2)OCCO3)c(C)o1
 : u | -6% | -1 | 2%
Cc1ccc(S(=O)(=O)NCCC(=O)Nc2nnc(C3CC3)s2)cc1C
 : u | 1% | -8 | -8%
CC(OC(=O)/C=C/c1ccco1)C(=O)Nc1cccc([N+](=O)[O-])c1 (centres undefined)
 : -84* | -3% | 1 | x
COc1ccccc1CN1C(=O)C2CC=CCC2C1=O (centres undefined)
 : 9 | -4% | 1 | 0%
C=C(C)CN1CCN(c2c(CCC#N)c(C)c(C#N)c3nc4ccccc4n23)CC1
 : 29 | -3% | 9 | -3%[2.29 µM]
CN(C)c1ccc(N2C(=O)CC(Nc3ccc(N4CCOCC4)cc3)C2=O)cc1 (centres undefined)
 : u | -7% | 9 | x

2 neighbouring records out of the list so far:
Values run as follows: PNC inhibitor | 12-hLO inh | IMPase cell inh | 15-hLO-2 inh
FC(F)(F)c1cccc(N2CCN(CC3CC4C=CC3C4)CC2)c1 (centres undefined)
 : 9 | -15% | 9 | 57%[activator]
COc1ccccc1NC(=O)CSc1nnc(C)o1
 : -3 | -2% | 7 | 3%
